PfHsp40 rescue: rescue of yeast from PfHsp40 toxicity, primary screen, S. cerevisiae, ATP luminescence. S. cerevisiae expressing PfHsp40, growth rescue. growth rescue, % at 12.5 µM. 340,000 compounds, 0.68% hits. AID 504582, 2011; in the data active = growth rescue above about 28%, passing the limit was not always enough;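 also: yeast W303a lacking pdr1 and pdr3 grown in galactose medium; growth measured after three days at 30 °C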
TcdB GH inh: TcdB glycohydrolase inhibitors, primary screen, biochemical, single point, plate reader. Toxin B (Clostridioides difficile), P18177. TcdB glycohydrolase enzymatic assay. inhibition, % at 9.99 µM. 350,000 compounds, 0.24% hits. AID 652162, 2013; in the data active = inhibition above about 10%
Yp Topo-I inh: Yersinia pestis topoisomerase I inhibitors, primary screen, biochemical, cleavage product accumulation, plate reader, single point; DNA topoisomerase I (Yersinia pestis CO92); Y. pestis Topo-I cleavage product accumulation; activity, % at 10 µM; 360,000 compounds, 0.064% hits; AID 504884, 2011; in the data active = activity above about 50%, passing the limit was not always enough; also: inactives centre near 2
SARS 3CLpro inh: SARS-CoV 3CLpro protease inhibitors, primary screen, biochemical, quenched FRET; Replicase polyprotein 1ab (Severe acute respiratory syndrome coronavirus), P0C6X7; recombinant SARS-CoV 3CLpro, quenched FRET peptide cleavage; inhibition, % at 6 µM; 290,000 compounds, 0.14% hits; in the data active = inhibition above about 12%
Anthrax LF inh2: Bacillus anthracis LF protease inhibitors, primary screen, biochemical, multiplex microsphere, MLPCN library | AID 588501, 2011 | Lethal factor (Bacillus anthracis), P15917 | multiplex microsphere protease cleavage assay | 360,000 compounds, 0.12% hits | inhibition, % at 10 µM; in the data active = inhibition above about 30%; also: plate controls were buffer without enzyme for full effect and enzyme alone for no effect
VHR inh abs: VHR1 phosphatase inhibitors, primary screen, biochemical, absorbance, uHTS | 290,000 compounds, 0.52% hits | AID 1654, 2009 | inhibition, % at 13.3 µM | Dual specificity protein phosphatase 3 (Homo sapiens), P51452 | recombinant VHR phosphatase, pNPP absorbance; in the data active = inhibition above about 50%; also: some compounds called inactive have numbers as strong as hits
Target sequence (P51452 whole entry, looked up): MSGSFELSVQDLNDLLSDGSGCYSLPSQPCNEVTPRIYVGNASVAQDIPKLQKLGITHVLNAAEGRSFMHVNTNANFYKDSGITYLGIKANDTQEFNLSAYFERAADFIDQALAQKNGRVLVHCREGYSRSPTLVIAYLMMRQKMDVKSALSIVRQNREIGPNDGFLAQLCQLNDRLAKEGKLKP
PriA SSB inh: inhibitors of Klebsiella pneumoniae PriA binding to SSB C-terminal tail, primary screen, biochemical, AlphaScreen | PriA–SSB C-terminal tail interaction (Klebsiella pneumoniae) | AlphaScreen SSBct-PriA binding, biotinylated peptide | inhibition, % at 33 µM | 430,000 compounds, 0.6% hits | AID 1272365, 2023; in the data active = inhibition mostly above about 37%, no sharp cut-off; inactive = mostly below about 20%;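 also: plate controls were negative control peptide for no effect and reference peptide for full effect; strong numbers were not always called active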
Rv3671c protease: Rv3671c serine protease inhibitors, primary screen, biochemical, fluorescence polarization, M. tuberculosis H37Rv; P9WHR9; inhibition, % at 5.96 µM; 320,000 compounds, 0.048% hits; AID 2606, 2010; in the data active = inhibition above about 38%;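 also: extracellular domain of Rv3671c used as enzyme; 0% = enzyme with DMSO and 100% = no enzyme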
Target sequence (P9WHR9 whole entry, looked up, the tested form may be a part): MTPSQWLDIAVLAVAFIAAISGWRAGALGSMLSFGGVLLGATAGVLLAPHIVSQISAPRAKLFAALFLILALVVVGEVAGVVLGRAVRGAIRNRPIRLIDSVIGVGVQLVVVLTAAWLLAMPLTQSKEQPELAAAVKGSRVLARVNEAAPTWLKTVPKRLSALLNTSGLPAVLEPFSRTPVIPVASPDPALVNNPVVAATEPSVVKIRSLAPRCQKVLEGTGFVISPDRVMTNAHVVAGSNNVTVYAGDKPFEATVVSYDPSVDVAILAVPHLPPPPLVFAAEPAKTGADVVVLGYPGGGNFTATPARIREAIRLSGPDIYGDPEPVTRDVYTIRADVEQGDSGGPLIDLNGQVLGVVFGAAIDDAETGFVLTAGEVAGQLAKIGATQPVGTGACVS
MazEF act: activators of E. coli MazEF toxin-antitoxin RNase, primary screen, biochemical, fluorescence, uHTS. FAM/BHQ RNA-DNA oligo cleavage fluorescence, 5 h. activation, % at 20 µM. 350,000 compounds, 0.32% hits; in the data active = activation above about 50%
Target sequence (P0AE70 whole entry, looked up): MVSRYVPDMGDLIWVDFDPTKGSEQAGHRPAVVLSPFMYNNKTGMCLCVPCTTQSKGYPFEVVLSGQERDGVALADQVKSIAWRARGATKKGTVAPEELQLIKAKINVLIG
Vc quorum ag: inducers of Vibrio cholerae quorum light production without autoinducers, primary screen, BH1578 luxS cqsA deficient, single point; V. cholerae BH1578 lux reporter, luminescence, 6 h; activation, % at 18.7 µM; 350,000 compounds, 0.16% hits; in the data active = activation mostly above about 9.7%, no sharp cut-off; also: not every result past the cut was called active; inactives centre near 0; reference of the scale not given here
An asterisk follows results filed as active; i = inactive; / = no result given; & = joins results of further samples. A portion of the library. The share of hits here may be higher or lower than overall.

Order of results: PfHsp40 rescue	TcdB GH inh	Yp Topo-I inh	SARS 3CLpro inh	Anthrax LF inh2	VHR inh abs	PriA SSB inh	Rv3671c protease	MazEF act	Vc quorum ag
> O=C(Nc1ccc(OC(F)(F)F)cc1)C1CC(=O)N(Cc2ccco2)C1 (stereo not drawn)
    0.2	2.4	6	/	0	/	-18	-8	-1	-2.5
> CCCNC(=O)C1CNc2ccccc2O1 (stereo not drawn)
    3.2	/	4	5	-7	26	-2	0	3	-0.9
> CC[n+]1ccc(C(=O)NCc2ccccc2)cc1
    0.3	0.7	5	4	-4	-6	-6	0	-3	-0.2
> COc1ccc2[nH]cc(CCNS(=O)(=O)c3ccccc3)c2c1
    -0.5	1.2	4	2	-6	6	-8	8	-1	i
> Cc1cccc(NC(=O)c2ccc(S(=O)(=O)N(C)CC3CCCO3)cc2)c1C (stereo not drawn)
    -0.3	1.0	13	1	6	-3	14&7	-4	0	-0.8
> Cc1oc(-c2ccccc2)nc1CSc1nc2c(c(=O)[nH]1)CCC2
    0.3	1.2	10	4	-4	8	-1&0	2	7	-0.3
> C/C=C(\C)C(=O)N[C@@H](C)CN1C2=NC[C@H](C(C)C)N2C[C@H]1Cc1ccc(OC)cc1
    -1.1	-0.9	-1	/	-9	19	-4	/	12	i
> CCOC(=O)c1c(C)n(Cc2ccccc2)c2ccc(OCC(O)Cn3nc(C)cc3C)cc12 (stereo not drawn)
    6.3	/	31	1	-1	0	25	-11	-6	-0.3
> NC(=O)c1ccccc1NC(=S)NC(=O)CCc1ccccc1
    1.6	/	2	3	0	2	-9	4	0	0.9
> CC1CCCN(S(=O)(=O)c2ccc(S(=O)(=O)N3CCCN(Cc4ccccc4)C3)cc2)C1 (stereo not drawn)
    -0.8	/	-2	/	-5	52*	3	/	-11	i
> COc1ccc(CCNC(=O)COc2ccc(N(C)S(=O)(=O)c3ccc(C)cc3)cc2)cc1OC
    -1.2	0.8	36	3	-7	28	4	9	-1	i
> Cc1ccc(S(=O)(=O)NNC(=O)Nc2ccc([N+](=O)[O-])cc2)c(C)c1
    -2.1	0.9	-13	7	-2	15	14	-2	2	0.9
> CCc1nc2ccc(C(=O)NCc3ccc4c(c3)OCO4)cn2c1N(CCC(C)C)CCN(C)C
    /	0.6	7	/	-2	/	/	/	/	-0.3
> COCCCNS(=O)(=O)c1ccc(Cl)c(C(F)(F)F)c1
    -0.6	0.9	2	-2	-8	18	-2	-7	-3	0.0
> C=C(C)COC(=O)C1CC2OC2CC1C(=O)OCC(=C)C (stereo not drawn)
    0.2	1.2	7	/	3	/	-8	/	1	i
> COc1cc(OC)c(C(=O)OCN2C(=O)c3ccccc3C2=O)cc1OC
    0.3	2.7	7	-1	-14	12	-9	3	7	-0.9
> CCc1ccc(CN(C)CC(=O)Nc2ccccc2[N+](=O)[O-])cc1
    0.3	/	23	2	-1	36	35	2	5	-0.6
> Cc1nc(C)n(C(C)CNC(=O)c2cccc(Br)c2)n1 (stereo not drawn)
    -1.5	0.7	-15	0	8	28	-10	/	2	i
> S=C(Nc1ccc(Oc2ccccc2)cc1)NC1CCCC1
    1.5	-1.0	-3	0	1	12	8	5	1	-0.2
> Cc1cccc(COCCN2CCN(S(=O)(=O)c3ccccc3)CCC2=O)c1
    -2.0	0.8	0	/	-1	18	-18	5	8	i
> CN(C)S(=O)(=O)c1cccc(C(=O)NCc2ccco2)c1
    0.0	/	0	-4	1	-8	-13	1	9	i
> O=C(Nc1ccc(NC(=O)c2ccco2)cc1)c1ccc2c(c1)OCO2
    7.1	/	-7	-2	0	18	5	-71	-4	i
> O=C(COc1ccc2ccc(=O)oc2c1)NC1CCCCC1
    -0.8	0.4	-5	/	-3	/	-16	3	8	-0.5
> CNC(=O)C1CC(=O)N(CCc2ccc(OC)cc2)C(=Nc2ccc(OC)cc2)S1 (stereo not drawn)
    0.2	/	4	5	0	27	-1	0	2	-3.1
> COC(=O)c1cc(CNC(=O)c2sccc2-c2ccccc2)ccc1OC
    1.1	-0.5	24	5	-3	19	-24	-3	-1	i
> COc1ccc(NC(=O)Cn2nc(C(F)(F)F)c3c2CCCC3)c(OC)c1
    1.3	/	10	0	0	-10	-17	-8	-3	-4.2
> CNS(=O)(=O)c1ccc(N2CCCC2)c([N+](=O)[O-])c1
    -1.5	-1.3	9	4	1	13	6	-1	0	-0.3
> CCC(C)(C)NC(=O)COc1ccc(C(=O)c2ccccc2)cc1
    -2.2	6.2	-11	2	-3	13	1	-3	-4	-0.3
> COc1cccc(-n2c(Cc3cc(=O)[nH]c(=O)[nH]3)nnc2SCc2cccnc2)c1
    -0.8	0.7	5	-2	-3	0	-1	6	8	-0.5
> O=C(Nc1nc(-c2ccco2)c(-c2ccco2)s1)c1c(F)cccc1Cl
    0.5	-3.3	-20	/	5	/	1	-8	-5	-0.6
> COc1ccc(CC(NC(C)=O)C(=O)NC2CCN(c3c4c(nc5ncnn35)CCC4)CC2)cc1OC (stereo not drawn)
    /	/	/	0	/	4	-2	-8	4	/
> COc1ccc(CC(=O)N(Cc2ccccc2)c2ccccc2)cc1S(=O)(=O)N1CCOCC1
    -0.5	0.7	30	-8	-2	10	-7	-11	6	-0.3
> CCCSC1=N/C(=C\C=C\c2ccco2)C(=O)S1
    -0.9	/	-17	5	-1	25	3	7	-9	i
> NCCCCCc1nnc(SCC(=O)Nc2cccc(Cl)c2)o1
    -0.6	/	-4	-8	0	10	-17	-1	1	i
> CC(C)(C)n1nc(Cc2cccc3ccccc23)c(C#N)c1N
    0.2	1.7	11	/	-9	/	6	-2	-5	-11
> COCCn1nnnc1C(C(C)C)N(Cc1cccnc1)Cc1cc2cc(OC)ccc2[nH]c1=O (stereo not drawn)
    0.4	/	3	-2	1	8	-1	3	7	i
> Cc1ccc(C)c(S(=O)(=O)NCC(=O)Nc2sc3c(c2C(N)=O)CCC(C)C3)c1 (stereo not drawn)
    1.6	/	11	-2	0	4	-14	-6	56*	3.8
> Cc1nnc(SCC(=O)NC(C)(C)C)n1C1CCCCC1
    -1.0	0.8	2	3	0	0	-14	-10	0	-0.5
> COC(=O)[C@@H]1C[C@@]2(O)[C@H](O)[C@H](O)[C@H](O)C[C@H]2N1Cc1cccc2ccccc12
    0.4	0.7	3	/	-7	19	-5	-12	4	-9.1
> Nc1nc(-c2ccco2)nn1C(=O)c1ccc(F)cc1
    -0.3	0.5	0	-4	-3	-13	-1	/	-1	i
> N#C/C(=C(/O)c1ccc([N+](=O)[O-])cc1)c1nc2ccccc2[nH]1
    /	-2.8	-3	-5	-4	20	-14	-4	-2	i
> Cc1ccc(-n2nc3c(=O)n(CC(=O)NC4CCCCC4)nc(C)c3c2C)cc1
    -0.1	0.7	3	-3	-4	18	-10	-1	10	0.2
> COCCNc1nc2ccccc2n2cnnc12
    -0.3	0.6	8	1	-3	10	-6	-5	8	-1.0
> O=[N+]([O-])c1cccc(-c2ccc(SCc3cccnc3)nn2)c1
    0.7	3.5	3	-4	3	22	-2	-17	3	i
> Cc1c(C=O)c2ccccn2c1C(=O)c1ccccc1Cl
    0.2	1.7	-2	3	10	/	13	4	6	i
> COc1ccc(-n2nc3c(c2NC(=O)c2c(-c4ccccc4Cl)noc2C)CS(=O)(=O)C3)cc1
    0.5	2.3	1	0	-3	17	-4	0	0	3.8
> COc1ccc(-c2ccc(C(=O)Nc3ccc(C(C)C)cc3)c3occc23)c(C)c1
    /	1.2	14	/	-4	/	/	/	/	-0.4
> Cc1cc(Br)ccc1NC(=O)CNC(=O)c1cnn(C)c1
    -0.1	1.3	-7	/	-10	/	-8	1	2	i

A section from further up:
Order of results: PfHsp40 rescue	TcdB GH inh	Yp Topo-I inh	SARS 3CLpro inh	Anthrax LF inh2	VHR inh abs	PriA SSB inh	Rv3671c protease	MazEF act	Vc quorum ag
> Cc1nnc(SCC(=O)NC(C)(C)C)n1C1CCCCC1
    -1.0	0.8	2	3	0	0	-14	-10	0	-0.5
> COC(=O)[C@@H]1C[C@@]2(O)[C@H](O)[C@H](O)[C@H](O)C[C@H]2N1Cc1cccc2ccccc12
    0.4	0.7	3	/	-7	19	-5	-12	4	-9.1
> Nc1nc(-c2ccco2)nn1C(=O)c1ccc(F)cc1
    -0.3	0.5	0	-4	-3	-13	-1	/	-1	i
> N#C/C(=C(/O)c1ccc([N+](=O)[O-])cc1)c1nc2ccccc2[nH]1
    /	-2.8	-3	-5	-4	20	-14	-4	-2	i
> Cc1ccc(-n2nc3c(=O)n(CC(=O)NC4CCCCC4)nc(C)c3c2C)cc1
    -0.1	0.7	3	-3	-4	18	-10	-1	10	0.2
> COCCNc1nc2ccccc2n2cnnc12
    -0.3	0.6	8	1	-3	10	-6	-5	8	-1.0
> O=[N+]([O-])c1cccc(-c2ccc(SCc3cccnc3)nn2)c1
    0.7	3.5	3	-4	3	22	-2	-17	3	i
> Cc1c(C=O)c2ccccn2c1C(=O)c1ccccc1Cl
    0.2	1.7	-2	3	10	/	13	4	6	i
> COc1ccc(-n2nc3c(c2NC(=O)c2c(-c4ccccc4Cl)noc2C)CS(=O)(=O)C3)cc1
    0.5	2.3	1	0	-3	17	-4	0	0	3.8
> COc1ccc(-c2ccc(C(=O)Nc3ccc(C(C)C)cc3)c3occc23)c(C)c1
    /	1.2	14	/	-4	/	/	/	/	-0.4
